# Assay outcomes from PubChem BioAssay.
# P. falciparum M1AAP: malaria alanyl aminopeptidase activity blockers – biochemical, fluorogenic H-Leu-NHMec substrate, 1536-well (AID 1445); recombinant M1AAP, H-Leu-NHMec fluorogenic kinetic assay; higher % means a stronger effect; one-dose inhibition, % at 30 µM; IC50 in µM for titrated hits; 220,000 tested, 0.42% active;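 active = primary inhibition above the hit cutoff, then over 50% inhibition at one or more dose response concentrations, cut at about 23% in these data, passing the limit was not always enough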;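 also: plate controls were DMSO full reaction for no effect and no enzyme background for full effect; strong numbers were not always called active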
# Autophagy HCS: alters autophagy in cells. MEF GFP-LC3 puncta imaging; test concentration mostly 10 µM. AID 463193. calls only at 10 µM (by protocol). 190,000 tested, 0.98% active;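 active = percentage of spot-positive cells more than 3 SD above its plate mean, without a fluorescence outlier flag or 80% toxicity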;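 also: spot-positive cell cutoff set from DMSO-treated cells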
# Yfh1-depleted yeast: mitochondrial function rescue without frataxin homolog – Friedreich's ataxia, plus single-dose screen, dose response (AID 1465); S. cerevisiae Yfh1-off respiration, WST-1 reduction, 72 h; higher fold induction means a stronger effect; 220,000 tested, 0.074% active; one-dose fold induction at 50 µM; EC50 in µM for titrated hits;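 active = fold induction of absorbance versus untreated yeast above a set limit, then at least 30% activation at any dose in follow-up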;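 also: activators that raise dye reduction in frataxin-depleted yeast; strong numbers were not always called active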
# b-catenin transl: alters nuclear translocation of beta-catenin in HeLa cells | immunofluorescence imaging | nuclear translocation activity, % at 5 µM | 190,000 tested, 0.3% active | AID 1665;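 active = nuclear translocation activity above 50% at 5 µM, with a well cell count of 50 or more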;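 also: per-cell ratio of nuclear to cytoplasmic median beta-catenin stain intensity; plate controls were DMSO negative control for no effect and GSK-3 inhibitor IX positive control for full effect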
#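 System: HeLa cells, endogenous beta-catenin; compound dosing: 5 µM primary single dose, 0.1% DMSO, 0.02–20 µM confirmation series; incubation: 24 h compound exposure at 37°C, 5% CO2; signal: beta-catenin immunofluorescence imaging with DAPI; evaluation: % activation, nuclear-to-cytoplasmic median beta-catenin signal ratio per cell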
# Dynein cargo inh: blocks dynein driven cargo transport along microtubules; 3617.4 mouse cells, GR-EGFP nuclear translocation imaging; test concentration mostly 20 µM; stimulated with dexamethasone, 1 µM; active compounds read low; z-score, hits read low; 220,000 tested, 0.47% active; AID 1381;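 active = plate z-score of nuclear minus cytoplasmic receptor signal below a set negative limit, without overly bright fluorescence or cell loss, cut at about -3.5 in these data, passing the limit was not always enough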;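 also: z-score of nuclear minus cytoplasmic ring GR-EGFP intensity difference per well; some compounds called inactive have numbers as strong as hits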
#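 Buffer or medium: tet-free, stripped-serum medium; reagent: dexamethasone at 1.0 µM final, 30 min; incubation: 48 h induction, 1 h compound, 30 min dex at 37 °C; measured by: formaldehyde fixation, Hoechst nuclear stain, 10x automated fluorescence imaging; read-out: nuclear-to-cytoplasmic GR-EGFP distribution per well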
# WT yeast gro inh: growth inhibition of WT yeast, mitochondrial fusion screen; 190,000 tested, 2.1% active; mitochondrial fusion phenotypic screen, WT strain; AID 1362; inhibition, % at 10 µM; in the data active = inhibition above about 58%; tested in S. cerevisiae
# P. falciparum M17LAP: P. falciparum M17LAP inhibitors, primary screen, biochemical, fluorogenic H-Leu-NHMec substrate, 1536-well (AID 1619); recombinant M17LAP, H-Leu-NHMec fluorogenic kinetic assay; higher % means a stronger effect; inhibition, % at 30 µM; hits with a dose series show IC50 in µM; 220,000 tested, 0.38% active;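 active = compound inhibiting the enzyme by more than half at any dose during confirmatory dose-response retesting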;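 also: plate controls were full reaction with DMSO carrier for no effect and no enzyme background for full effect; strong numbers were not always called active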
# T cell HTS: T cell immune modulators affecting CD8 T cell-vesicle binding. 2C CD8+ T cell-vesicle binding, flow cytometry; active compounds read low. AID 2052. calls only at 7 µM. 330,000 tested, 0.068% active;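 active = response, share of CD8 T cells binding vesicles, and their 90th percentile fluorescence all below set limits, cut at about 80% in these data, passing the limit was not always enough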
#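 Read-out – percent CD8+ FL2 mean versus row control · System – murine 2C transgenic CD8+ T lymphocytes · Times – 1.5 h cell–vesicle binding at 37 °C, then 20 min icy labelling · Control set – naked vesicles low, QL9 vesicles with vehicle high · Detection – cytometric PE anti-B7-1 and Alexa647 anti-CD8 signals after 1% paraformaldehyde fixation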
# MT stabilize HCS: stabilizes microtubules in HeLa cells | HeLa tubulin immunostaining HCS, 24 h; share of cells brighter than vehicle mean+2SD | AID 2205 | % tubulin-high responders, % at 10 µM | 200,000 tested, 0.83% active;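 active = plate Z-score above 3 for both tubulin-high and condensed-nucleus cell shares, with cell loss under 80%, at 10 µM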;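 also: anti alpha tubulin signal scored within the nucleus-defined area of each cell; some results filed as inactive read as strong as hits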
# WT yeast gro inh mutant strain: further read-out of WT yeast gro inh, marked with its call; inhibition, %; mitochondrial fusion phenotypic screen, mutant strain inhibition
# Dynein cargo inh cytoplasmic EGFP: recorded beside Dynein cargo inh, whose call it bears; z-score; measured here: cytoplasmic GR-EGFP intensity; active compounds read high
# Dynein cargo inh nuclear GR-EGFP: also measured in Dynein cargo inh; calls as there; z-score; measured here: nuclear GR-EGFP intensity;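 lower value marks the stronger effect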
# Dynein cargo inh cell count: also measured in Dynein cargo inh; calls as there; z-score; measured here: cell count per field
# b-catenin transl cell count 5 µM: recorded beside b-catenin transl, whose call it bears; cell count; measured here: cell count, cytotoxicity flag
# T cell HTS vesicle-bound %: further read-out of T cell HTS, marked with its call; double positive events, %; measured here: CD8+ vesicle-bound cell fraction;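 binding gate set so that unloaded-vesicle control wells show 10% double positive cells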
# MT stabilize HCS Hoechst-high %: further read-out of MT stabilize HCS, marked with its call; % Hoechst-high responders; measured here: nuclear condensation Hoechst responders;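 share of cells brighter than vehicle mean plus two SD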
# MT stabilize HCS cytotoxicity %: second read-out of MT stabilize HCS, no call of its own (marks repeat the call); toxicity, %; measured here: cytotoxicity by cell density;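 0% = mean cell density of plate MIN control wells and 100% = no cells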
# Autophagy HCS cell loss 18 h: second read-out of Autophagy HCS, no call of its own (marks repeat the call); toxicity, %; measured here: cell loss, nuclei count;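 cell loss after 18 h compound exposure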
# * = called active by the depositor; i = inactive; . = no result given; + = active, no number.
SMILES,P. falciparum M1AAP,Autophagy HCS,Autophagy HCS cell loss 18 h,Yfh1-depleted yeast,b-catenin transl,b-catenin transl cell count 5 µM,Dynein cargo inh,Dynein cargo inh cytoplasmic EGFP,Dynein cargo inh nuclear GR-EGFP,Dynein cargo inh cell count,WT yeast gro inh,WT yeast gro inh mutant strain,P. falciparum M17LAP,T cell HTS,T cell HTS vesicle-bound %,MT stabilize HCS,MT stabilize HCS Hoechst-high %,MT stabilize HCS cytotoxicity %
CC(=O)NNc1[nH]c2c(c(=O)c1[N+](=O)[O-])c(=O)n(C)c(=O)n2C,8%,i,9,i,0.5,1522,-0.061,-0.36,-0.11,-0.3,-22,14,11%,i,54,7.4,2.8,9.3
Cc1ccc(NC(=O)CN(C)C(=O)CSc2nc3ccccc3c(=O)n2Cc2ccco2)cc1,9%,i,-1,i,-0.2,1395,-0.85,-0.35,-0.23,-0.12,48,16,1%,i,39,2.8,1.8,7.0
O=C(CCCN1C(=O)/C(=C\c2cccs2)SC1=S)NNC(=O)c1ccncc1,1%,i,20,i,-3.0,1095,0.12,-0.32,0.073,0.7,-3,7,-4%,i,38,2.8,2.8,8.2
O=C(NN1C(=O)C2C(C1=O)C1C=CC2C12CC2)c1ccncc1 (stereo unspecified),0%,i,-4,i,0.9,1437,-0.43,-0.14,-0.079,-0.31,13,8,-4%,i,44,2.3,1.9,5.5
COc1cc(C(=O)O/N=C2\C=CC(=O)C=C2C)cc(OC)c1OC,10%,i,0,i,4.1,1072,-1,-0.22,-0.71,2,-50,-16,4%,i,54,2.2,3.5,1.6
COc1ccc(C(=O)c2sc3nc(-c4ccc(OC)cc4)ccc3c2N)cc1,3%,+,-0.6*,i,-0.8,1137,-2.7,11,-0.28,0.35,-13,-9,0%,i,47,2.5,2.6,5.8
Cc1ccc2c(Cl)c(C)c(N3CCCCC3)nc2n1,2%,i,23,i,-4.8,544,0.33,-0.24,0.18,0.58,16,7,-11%,i,36,5.1,2.6,0.7
CNC(=S)NNC(=O)c1oc2nc(-c3ccccc3)cc(C)c2c1N,8%,.,.,i,-1.1,1299,-0.32,-0.24,0.26,0.28,.,.,12%,i,58,.,.,.
Nc1nc2ncc(C(=O)c3cc(F)ccc3O)cc2s1,7%,.,.,i,-0.5,1151,1.1,-0.16,0.71,-2,.,.,13%,i,57,.,.,.
Cc1ccc(N2CC(C(=O)Nc3ccc4c(c3)OCO4)CC2=O)cc1 (stereo unspecified),4%,i,6,i,-0.1,1034,-0.54,-0.19,-0.11,0.017,22,-3,13%,i,60,2.0,3.2,6.6
COc1ccccc1NC(=O)N1CCN(c2ccnc3cc(Cl)ccc23)CC1,10%,.,.,i,2.0,1215,-0.13,0.23,0.54,0.32,.,.,1%,i,23,.,.,.
O=C(c1cccc(F)c1)N1CCC(c2nc3ccccc3s2)CC1,-5%,i,25,i,-1.1,545,-0.38,-0.26,-0.12,0.68,9,9,-7%,i,3,2.3,1.6,5.3
CCOc1ccc(-c2csc(NC(=O)C3CCCO3)n2)cc1 (stereo unspecified),0%,i,-3,i,-2.5,1088,-0.092,-0.26,-0.33,0.65,-10,-9,4%,i,43,1.8,2.1,5.6
Cc1ccn2cc(-c3cccc(NC(=O)c4cccs4)c3)nc2c1,0%,i,17,i,-2.4,1089,2,-0.12,1.1,-1.3,28,-8,11%,i,10,4.4,1.9,4.3
Clc1ccc(CN2C3=NCCCN3c3ccccc32)cc1,-1%,i,-1,.,-2.2,1162,-0.45,-0.31,0.13,-0.55,-3,6,8%,i,27,6.8,2.0,5.8

# Reprinted at random: 6 records from the list, in no set order.
SMILES,P. falciparum M1AAP,Autophagy HCS,Autophagy HCS cell loss 18 h,Yfh1-depleted yeast,b-catenin transl,b-catenin transl cell count 5 µM,Dynein cargo inh,Dynein cargo inh cytoplasmic EGFP,Dynein cargo inh nuclear GR-EGFP,Dynein cargo inh cell count,WT yeast gro inh,WT yeast gro inh mutant strain,P. falciparum M17LAP,T cell HTS,T cell HTS vesicle-bound %,MT stabilize HCS,MT stabilize HCS Hoechst-high %,MT stabilize HCS cytotoxicity %
Cc1ccc(N2CC(C(=O)Nc3ccc4c(c3)OCO4)CC2=O)cc1 (stereo unspecified),4%,i,6,i,-0.1,1034,-0.54,-0.19,-0.11,0.017,22,-3,13%,i,60,2.0,3.2,6.6
COc1cc(C(=O)O/N=C2\C=CC(=O)C=C2C)cc(OC)c1OC,10%,i,0,i,4.1,1072,-1,-0.22,-0.71,2,-50,-16,4%,i,54,2.2,3.5,1.6
COc1ccc(C(=O)c2sc3nc(-c4ccc(OC)cc4)ccc3c2N)cc1,3%,+,-0.6*,i,-0.8,1137,-2.7,11,-0.28,0.35,-13,-9,0%,i,47,2.5,2.6,5.8
Cc1ccn2cc(-c3cccc(NC(=O)c4cccs4)c3)nc2c1,0%,i,17,i,-2.4,1089,2,-0.12,1.1,-1.3,28,-8,11%,i,10,4.4,1.9,4.3
Nc1nc2ncc(C(=O)c3cc(F)ccc3O)cc2s1,7%,.,.,i,-0.5,1151,1.1,-0.16,0.71,-2,.,.,13%,i,57,.,.,.
Clc1ccc(CN2C3=NCCCN3c3ccccc32)cc1,-1%,i,-1,.,-2.2,1162,-0.45,-0.31,0.13,-0.55,-3,6,8%,i,27,6.8,2.0,5.8

# More compounds:
SMILES,P. falciparum M1AAP,Autophagy HCS,Autophagy HCS cell loss 18 h,Yfh1-depleted yeast,b-catenin transl,b-catenin transl cell count 5 µM,Dynein cargo inh,Dynein cargo inh cytoplasmic EGFP,Dynein cargo inh nuclear GR-EGFP,Dynein cargo inh cell count,WT yeast gro inh,WT yeast gro inh mutant strain,P. falciparum M17LAP,T cell HTS,T cell HTS vesicle-bound %,MT stabilize HCS,MT stabilize HCS Hoechst-high %,MT stabilize HCS cytotoxicity %
CN(c1ccc(OCC(=O)OCC(=O)Nc2ccccc2F)cc1)S(=O)(=O)c1cccs1,17%,i,-11,i,0.5,920,-0.31,-0.23,-0.17,0.14,-11,-1,12%,i,52,3.3,2.4,8.0
Cc1ccc(-c2ccc(NC(=O)C3C4C=CC(C4)C3C(=O)O)cc2)o1 (stereo unspecified),15%,i,3,i,-3.3,974,-0.81,0.34,-0.1,0.56,-26,-13,51%,i,15,1.9,1.5,4.2
Cc1ccc(N2C(=O)Nc3ccc(Br)cc3C2(O)C(=O)NCCCN(C)C)cc1C (stereo unspecified),1%,i,8,i,-2.4,1081,-1.1,-0.21,0.13,0.66,12,6,4%,i,32,5.9,3.1,0.1
CSc1ccccc1NC(=O)COc1ccc(Cl)cc1Cl,12%,i,-11,i,0.7,1049,0.16,-0.04,0.0087,-0.046,12,-12,11%,i,7,3.7,2.5,5.2
CCC(C)OC(=O)C1=C(C)NC(=O)NC1c1ccc(F)cc1 (stereo unspecified),1%,i,0,i,-0.2,1146,-0.57,-0.38,-0.34,0.69,3,14,-7%,i,36,4.0,3.3,16
Cc1ccc2nc(NC(=O)c3ccc(Cl)s3)sc2c1,7%,i,8,i,.,.,-0.02,-0.077,0.3,-0.48,24,10,-8%,i,37,4.9,4.0,0.9
COc1cc(OC)cc(C(=O)Nc2ccc(S(=O)(=O)Nc3ncccn3)cc2)c1,-1%,i,-10,i,-5.6,1202,-0.021,-0.23,-0.039,0.5,-4,-17,-16%,i,20,1.9,1.8,3.1
Cc1ccc(F)cc1NC(=O)CSc1ncccn1,-1%,i,6,i,.,.,-0.013,-0.26,0.32,0.27,-1,5,-1%,i,6,4.2,3.0,11
CCc1cccc(NC(=O)CCC(=O)O)c1,2%,i,9,i,1.3,952,0.67,-0.31,-0.14,-0.034,-10,-8,7%,i,38,3.6,2.5,1.4
CCc1cc2c(N3CCCCC3)ncnc2s1,-5%,i,6,i,-1.5,1189,-0.18,-0.18,-0.2,-0.11,0,3,6%,i,33,2.6,1.1,4.2
O=C(N/N=C/c1ccccn1)c1cccc(S(=O)(=O)Nc2ccccc2Cl)c1,18%,i,5,i,0.3,1058,0.24,-0.28,0.6,-0.47,-9,3,1%,i,41,2.1,2.2,4.0
CCCCn1c(SCc2c(C)noc2C)nc2cc(S(N)(=O)=O)ccc21,4%,i,3,i,7.8,1354,0.78,0.34,0.47,-2.1,-6,0,6%,i,8,4.3,1.6,4.5
CC(C)c1nc(SCC(=O)Nc2ccc3c(c2)OCCO3)n[nH]1,-2%,i,-7,i,-0.4,1091,-1.2,-0.1,-0.58,0.069,-7,5,20%,i,47,2.3,2.4,1.0
CC(=O)NC1(c2nnnn2CCOC(=O)Nc2ccc(Cl)cc2)CCCCC1,1%,i,1,i,0.3,596,0.52,-0.24,0.12,-0.25,-8,-2,7%,i,13,3.7,1.5,5.5
Cn1c(=O)c2c(c3ccccc31)OC(=O)CC2c1cccnc1 (stereo unspecified),-3%,i,-5,i,2.3,996,0.45,-0.22,0.27,-0.47,28,11,-17%,.,.,2.6,0.8,1.7
